Screens (PubChem BioAssay)
LEDGF integ inh: blocks HIV-1 LEDGF/p75-dependent DNA integration. TR-FRET IN-LEDGF/p75 DNA integration, Eu/Cy5. inhibition, % at 3.7 µM. 370,000 tested, 0.64% active. AID 743269;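 active = inhibition above the screen-wide mean plus 3 SD, cut at about 13% in these data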;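 also: signal is the Cy5 over europium emission ratio at 671 and 618 nm; 0% = plate median of compound wells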
NPR2 activator: GC-B (human) receptor activation; P20594; HEK293-GC-B cells, CNP EC30, cGMP TR-FRET; 0% at EC30 CNP, 100% saturating CNP; activation, % at 10 µM; 370,000 tested, 0.11% active;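 active = activation at 10 µM reaching about 35% in either raw or pattern-adjusted values, limit read from the data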
TDP2 absorb: blocks human TDP2 phosphodiesterase activity | O95551 | recombinant TDP2, T5PNP hydrolysis, p-nitrophenol absorbance 415 nm | inhibition, % at 12.8 µM | 370,000 tested, 0.34% active | AID 720702;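 active = inhibition above the mean of all tested compounds plus 3 SD, set per campaign, cut at about 25% in these data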;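 also: 0% = DMSO with enzyme and 100% = buffer with substrate but no TDP2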
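Assay system: Recombinant human TDP2 | Quantity: 120 nM TDP2 per well | Incubation: 2 h at 37 °C | Signal: Epi absorbance | Evaluation: Percent inhibition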
mABHD4 FP: inhibits mouse alpha/beta hydrolase domain 4; Q8VD66; purified mABHD4, FP-Rh probe fluorescence polarization; inhibition, % at 8.92 µM; 370,000 tested, 0.54% active;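 active = inhibition exceeding the mean over every tested compound plus 3 SD, cut at about 30% in these data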;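 also: 0% = plate median of compound wells and 100% = S159A mutant with DMSO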
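Assay system: Wild-type mouse ABHD4 protein | Medium: HEPES pH 7.0 buffer, 150 mM NaCl, 0.01% Pluronic F-127 | Incubation: Enzyme–compound pre-incubation 45 min, then probe 60 min, both 25 °C | Technique: Fluorescence polarization with parallel and perpendicular emission, 525/598 nm | Evaluation: % inhibition of FP-Rh probe binding versus controls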
HTRA1 inh: HTRA1 (human) protease inhibition. recombinant HTRA1, FP-rhodamine activity-based probe, fluorescence polarization. AID 504803. inhibition, % at 5.96 µM. 340,000 tested, 0.5% active; in the data active = inhibition above about 36%;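 also: 0% = enzyme with DMSO and 100% = wells lacking enzyme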
TCR CD3 inh: blocks the human TCR-CD3 interaction; TAMRA-labeled TCR probe fluorescence, biochemical; inhibition, % at 9.4 µM; 360,000 tested, 0.37% active; in the data active = inhibition above about 19%;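 also: recombinant mutant TCR 2C K166C tagged with TAMRA read by polarization; 0% = receptor in buffer alone and 100% = receptor with positive control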
PRMT1 FP inh: inhibitors of human PRMT1 | recombinant PRMT1, activity-based probe fluorescence polarization | AID 652257 | 370,000 tested, 1.3% active | inhibition, % at 2.79 µM | Q99873;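 active = inhibition above about 21% made by adding two undisclosed values, limit read from the data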
SIAE inh: human SIAE inhibition, primary screen | 370,000 tested, 0.69% active | SIAE FP-Rh probe binding, fluorescence polarization | Q9HAT2 | AID 1053197 | inhibition, % at 9.66 µM;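 active = inhibition above a cutoff: mean of compounds within the control limits plus 3 SD of those, cut at about 17% in these data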;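 also: 0% = plate median of compound wells and 100% = probe without SIAE protein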
MBD2 inh: blocks human MBD2 binding to methylated DNA. TR-FRET, MBD2 binding to methylated oligonucleotide. inhibition, % at 4.4 µM. AID 686964. Q9UBB5. 370,000 tested, 0.31% active; in the data active = inhibition above about 13%
Target sequence (Q9UBB5 whole entry, looked up): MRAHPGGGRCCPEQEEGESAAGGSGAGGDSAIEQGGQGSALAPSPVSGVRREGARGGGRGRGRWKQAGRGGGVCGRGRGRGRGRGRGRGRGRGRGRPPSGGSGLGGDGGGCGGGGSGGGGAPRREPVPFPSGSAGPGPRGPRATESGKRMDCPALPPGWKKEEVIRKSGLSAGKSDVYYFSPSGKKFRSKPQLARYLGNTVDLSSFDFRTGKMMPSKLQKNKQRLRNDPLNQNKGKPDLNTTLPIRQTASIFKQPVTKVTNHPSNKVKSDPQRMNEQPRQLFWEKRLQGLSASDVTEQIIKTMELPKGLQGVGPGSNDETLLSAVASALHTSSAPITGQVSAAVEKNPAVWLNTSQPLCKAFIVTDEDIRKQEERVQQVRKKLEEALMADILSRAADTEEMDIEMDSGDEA
rCAG RNA binder: molecules binding r(CAG) RNA repeats; r(CAG) RNA repeat, TO-PRO-1 dye displacement fluorescence; inhibition, % at 3 µM; 370,000 tested, 1.3% active;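 active = inhibition above the plate cutoff, the mean of all test compounds on that plate plus 3 SD, cut at about 35% in these data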;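 also: 0% = DMSO alone and 100% = 100 µM mitoxantrone as full dye displacement; higher means more dye released from RNA so lower well fluorescence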
* marks the source's active call; other numbers are inactive results; . = no result given. This is a subset; the hit share may differ from the screen's.

1) Cc1ccc(-c2nnc(CSc3nncn3N)o2)cc1
2) O=C(Nc1ccc2ccccc2c1)c1onc2c1CCCC2
3) O=C(COC(=O)CCC(=O)c1ccc(F)cc1)Nc1ccc(Cl)cn1
4) COC(=O)c1cccnc1NC(=S)NC(C)C
5) COc1ccccc1/C=N/NC(=O)c1ccc(=O)n(C)c1
6) COc1cc(OCc2ccccc2)c(CC(=O)O)c([N+](=O)[O-])c1
screen / no.,1,2,3,4,5,6
LEDGF integ inh,-1,0,1,2,-4,2
NPR2 activator,7,-5,-2,11,0,-7
TDP2 absorb,-8,5,7,-5,4,-11
mABHD4 FP,-10,-9,12,1,-1,-1
HTRA1 inh,-3,-51,-2,6,-4,-6
TCR CD3 inh,-8,0,12,-2,-6,-5
PRMT1 FP inh,11,-2,3,-2,4,-6
SIAE inh,-5,-11,-4,8,5,-3
MBD2 inh,10,5,-3,-6,-5,-4
rCAG RNA binder,-1,5,10,-1,-2,3

7) CCN(CC(=O)Nc1c(F)cccc1F)C(=O)c1ccc(C(=O)c2ccccc2)cc1
8) COc1ccc(S(=O)(=O)N2CCN(Cc3cccnc3)CC2)cc1
9) Cc1ccc(-c2noc(-c3ccoc3C)n2)cc1
10) Cc1nc(-c2c(C(F)(F)F)noc2-c2ccc(O)cc2O)cs1
11) CCOC(=O)c1nc(N)sc1C(=O)OCC
12) C[C@@H]1CN([C@@H](C)CO)C(=O)CCCn2cc(nn2)CO[C@H]1CN(C)C(=O)Cc1ccccc1
screen / no.,7,8,9,10,11,12
LEDGF integ inh,1,2,3,-4,-5,1
NPR2 activator,2,-1,-12,-1,5,4
TDP2 absorb,-3,11,-12,2,-14,2
mABHD4 FP,4,-4,2,3,-14,-4
HTRA1 inh,-9,-4,-7,-1,-2,.
TCR CD3 inh,-6,4,-2,-1,-7,-14
PRMT1 FP inh,-3,-5,-2,-4,4,3
SIAE inh,-1,6,5,4,-3,3
MBD2 inh,-3,-2,-3,5,6,-3
rCAG RNA binder,-4,-4,-1,0,3,-2

11 structures out of the list, arranged by count of non-hydrogen atoms, descending.
12) C[C@@H]1CN([C@@H](C)CO)C(=O)CCCn2cc(nn2)CO[C@H]1CN(C)C(=O)Cc1ccccc1
7) CCN(CC(=O)Nc1c(F)cccc1F)C(=O)c1ccc(C(=O)c2ccccc2)cc1
3) O=C(COC(=O)CCC(=O)c1ccc(F)cc1)Nc1ccc(Cl)cn1
8) COc1ccc(S(=O)(=O)N2CCN(Cc3cccnc3)CC2)cc1
10) Cc1nc(-c2c(C(F)(F)F)noc2-c2ccc(O)cc2O)cs1
2) O=C(Nc1ccc2ccccc2c1)c1onc2c1CCCC2
5) COc1ccccc1/C=N/NC(=O)c1ccc(=O)n(C)c1
1) Cc1ccc(-c2nnc(CSc3nncn3N)o2)cc1
screen / no.,12,7,3,8,10,2,5,1
LEDGF integ inh,1,1,1,2,-4,0,-4,-1
NPR2 activator,4,2,-2,-1,-1,-5,0,7
TDP2 absorb,2,-3,7,11,2,5,4,-8
mABHD4 FP,-4,4,12,-4,3,-9,-1,-10
HTRA1 inh,.,-9,-2,-4,-1,-51,-4,-3
TCR CD3 inh,-14,-6,12,4,-1,0,-6,-8
PRMT1 FP inh,3,-3,3,-5,-4,-2,4,11
SIAE inh,3,-1,-4,6,4,-11,5,-5
MBD2 inh,-3,-3,-3,-2,5,5,-5,10
rCAG RNA binder,-2,-4,10,-4,0,5,-2,-1

9) Cc1ccc(-c2noc(-c3ccoc3C)n2)cc1
4) COC(=O)c1cccnc1NC(=S)NC(C)C
11) CCOC(=O)c1nc(N)sc1C(=O)OCC
screen / no.,9,4,11
LEDGF integ inh,3,2,-5
NPR2 activator,-12,11,5
TDP2 absorb,-12,-5,-14
mABHD4 FP,2,1,-14
HTRA1 inh,-7,6,-2
TCR CD3 inh,-2,-2,-7
PRMT1 FP inh,-2,-2,4
SIAE inh,5,8,-3
MBD2 inh,-3,-6,6
rCAG RNA binder,-1,-1,3

Other structures.
13) OC[C@H]1O[C@@H](n2cnc3c(NC4CCCC4)ncnc32)[C@H](O)[C@@H]1O
14) CC1CN(C(=O)CCNS(=O)(=O)c2ccc(Br)cc2)CC(C)O1 (centres undefined)
15) O=C(Cc1ccccc1)NCCC1=CCCCC1
16) COc1ccccc1S(=O)(=O)Cc1ccc(C(=O)N2CCCC2)o1
17) COc1ccc(S(=O)(=O)N2CCOC2CNC(=O)C(=O)NCc2ccccn2)cc1 (centres undefined)
18) NS(=O)(=O)c1ccc(CNC(=O)/C=C/c2ccccc2[N+](=O)[O-])cc1
screen / no.,13,14,15,16,17,18
LEDGF integ inh,4,-2,4,3,-1,-1
NPR2 activator,-7,8,5,-4,-1,3
TDP2 absorb,-13,2,-5,-6,5,3
mABHD4 FP,-2,2,9,10,2,8
HTRA1 inh,-1,7,1,-1,4,3
TCR CD3 inh,7,9,6,5,-5,9
PRMT1 FP inh,-7,1,-1,-4,0,-1
SIAE inh,-1,1,5,10,4,0
MBD2 inh,-3,3,-7,1,2,-1
rCAG RNA binder,3,-4,-2,1,3,7

Taken from above.
TCR CD3 inh with entry 17 is entered as -5
PRMT1 FP inh with entry 4 is entered as -2

Continued:
19) O=C(CSc1nnc(-c2ccc(S(=O)(=O)N3CCCC3)cc2)o1)NCc1ccco1
20) S=C(NC1CCCCC1)N1CCN(C2CCCCC2)CC1
21) CCc1cc2c(NCCO)ncnc2s1
22) Cc1ccc(C(=O)O)cc1NCc1cccnc1
23) CCN1CCN(C(=O)Cn2ncc3c2-c2ccccc2OC3)CC1
24) COC(=O)c1c(C)n(-c2ccc(OC)cc2)c2ccc(O)cc12
screen / no.,19,20,21,22,23,24
LEDGF integ inh,1,1,1,0,-2,4
NPR2 activator,-2,0,2,1,2,-1
TDP2 absorb,9,12,3,8,-4,-19
mABHD4 FP,-1,2,7,1,-2,8
HTRA1 inh,3,-2,4,0,0,-2
TCR CD3 inh,-5,-3,7,2,0,-6
PRMT1 FP inh,7,4,0,3,5,2
SIAE inh,5,0,-6,6,0,2
MBD2 inh,8,-3,1,1,1,2
rCAG RNA binder,9,-12,7,1,0,9
